# LNCaP diff act = activators of LNCaP prostate cell differentiation; flow cytometry side scatter, 4 d; side scatter shift, % at 10 µM; 24,000 tested, 0.56% active; AID 795;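 active = side scatter shift above 30%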;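 also: androgen-responsive LNCaP prostate cancer cells in charcoal-stripped serum medium; percent of cells past a gate set so DMSO wells show 10% shift; higher shift means more granular cells and more differentiation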
# VLA-4 antagonist = blocks LDV-FITC ligand binding to Mn2+-activated human VLA-4 integrin | P13612 | Jurkat cells, LDV-FITC binding with Mn2+, flow cytometry; 100% = Mn2+-driven binding gain fully reversed | inhibition, % at 10 µM (by protocol) | 24,000 tested, 0.2% active;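 active = inhibition above 50%; inconclusive = compound itself fluorescent, judged against control cell fluorescence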;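 also: 0% = Mn2+ stimulated cells lacking compound and 100% = ligand binding without Mn2+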
# Target sequence (P13612 whole entry, looked up): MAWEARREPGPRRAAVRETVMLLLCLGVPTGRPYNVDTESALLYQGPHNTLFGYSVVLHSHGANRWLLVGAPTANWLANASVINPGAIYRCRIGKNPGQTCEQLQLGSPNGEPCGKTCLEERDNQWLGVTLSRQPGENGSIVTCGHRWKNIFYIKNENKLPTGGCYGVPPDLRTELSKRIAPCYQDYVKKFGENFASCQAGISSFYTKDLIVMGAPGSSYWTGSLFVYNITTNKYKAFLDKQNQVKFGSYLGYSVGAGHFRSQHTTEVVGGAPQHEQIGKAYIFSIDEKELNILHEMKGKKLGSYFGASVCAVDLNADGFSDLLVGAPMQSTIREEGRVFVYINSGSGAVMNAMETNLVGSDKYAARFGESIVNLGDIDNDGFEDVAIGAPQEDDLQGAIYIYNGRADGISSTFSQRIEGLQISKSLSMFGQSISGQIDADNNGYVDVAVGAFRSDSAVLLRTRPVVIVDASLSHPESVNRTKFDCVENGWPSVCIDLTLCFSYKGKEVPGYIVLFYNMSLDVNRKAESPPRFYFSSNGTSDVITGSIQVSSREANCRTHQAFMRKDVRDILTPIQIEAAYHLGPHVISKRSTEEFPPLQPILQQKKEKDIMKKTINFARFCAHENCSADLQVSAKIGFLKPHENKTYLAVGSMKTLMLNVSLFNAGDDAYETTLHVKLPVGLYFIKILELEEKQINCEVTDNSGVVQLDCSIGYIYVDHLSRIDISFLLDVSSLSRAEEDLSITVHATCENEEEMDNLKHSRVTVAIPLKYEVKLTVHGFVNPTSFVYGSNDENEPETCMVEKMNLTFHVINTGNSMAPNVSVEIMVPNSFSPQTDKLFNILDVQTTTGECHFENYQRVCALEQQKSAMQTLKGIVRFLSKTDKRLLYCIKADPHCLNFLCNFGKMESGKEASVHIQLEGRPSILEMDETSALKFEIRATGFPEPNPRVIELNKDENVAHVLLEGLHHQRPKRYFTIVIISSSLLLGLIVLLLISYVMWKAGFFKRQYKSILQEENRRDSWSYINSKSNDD
# VLA-4 agonist = allosterically activates the human VLA-4 integrin | Jurkat cells, LDV-FITC binding, flow cytometry | 24,000 tested, under 10 active | P13612 | activation, % at 10 µM (by protocol) | AID 528;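 active = fluorescent ligand binding to cells raised by more than 40% of the manganese-induced maximum; inconclusive = compound's own fluorescence above 85% of the ligand control signal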;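 also: 0% = ligand binding without compound and 100% = manganese-stimulated maximal binding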
# Autofluor Jurkat = counter-screen for VLA-4 integrin: compound autofluorescence in Jurkat cells; fluorescence ratio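 (tested at 10 µM compound in the well)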; 24,000 tested, 0.61% active; flow cytometry; hits give high values; 1 = vehicle-only cell background;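 active = fluorescence ratio above 2.44, which is 1 plus 3 SD of all ratios; inconclusive = signal too bright to measure linearly, ratio around 10 or more; inactive = fluorescence ratio below 2.44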;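 also: green fluorescence of cells measured with 488 nm excitation and 530 nm emission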
# Active calls of the source: *; u = inconclusive. Some of the compounds tested. The share of hits here may be higher or lower than overall.
SMILES,LNCaP diff act,VLA-4 antagonist,VLA-4 agonist,Autofluor Jurkat
CCOC(=O)c1ccc(COC(=O)c2nonc2N)cc1,14,25,4,1
CCOC(=O)CSc1nc(N)cc(=O)[nH]1,6,-5,9,0.95
CCOc1cc(NC(=O)c2ccccn2)c(OCC)cc1NC(=O)CC(C)C,8,-6,-8,1.1
Cc1ccc(-c2nnnn2CS(=O)(=O)c2ccccc2)cc1,19,-4,0,1
O=C(COC(=O)C1CC2C=CC1C2)Nc1ccc2c(c1)OC(F)(F)O2 (configuration not stated),5,-15,-6,0.91
COc1ccccc1-c1nnc(NC(=O)c2ccc(S(=O)(=O)N(C)Cc3ccccc3)cc2)o1,4,u,u,2.2
COc1ccc(CCNc2oc(Cc3cccc4ccccc34)nc2C#N)cc1OC,8,-8,-6,1
CCOC(=O)N1CCN(C(=O)c2ccc(CS(=O)(=O)c3c(Cl)cccc3Cl)o2)CC1,8,-29,1,1.1
CCOC(=O)C(C)Sc1nc2c([nH]c3ccccc32)c(=O)n1C (configuration not stated),4,u,u,1.2
CCOc1ccccc1NC(=O)CSc1nnc(CNC(=O)COc2ccc(Cl)cc2)o1,8,7,0,1
O=C(CN1C(=O)NC(Cc2ccccc2)C1=O)Nc1ccccc1 (configuration not stated),10,-3,0,1
Cn1c(C(=O)NCCCN2CCN(c3ccccc3F)CC2)cc2c(=O)[nH]c3ccccc3c21,4,u,u,1.3
Cc1ccc(C)c(N2CCN(C(=O)CC3Sc4ccccc4NC3=O)CC2)c1 (configuration not stated),9,u,u,1.6
COc1ccc(N(CC(=O)NCc2ccc3c(c2)OCO3)S(=O)(=O)c2c(C)nn(C)c2C)cc1,7,0,5,0.96
CCCNC(=O)c1c(N)n(-c2cc(OC)cc(OC)c2)c2nc3ccccc3nc12,1,5,-20,1.2
COC(=O)c1cnn2c3c(c(C)nc12)CCCC3,2,4,3,1
COc1ccc(OC)c2[nH]c(=O)c(CCNS(=O)(=O)c3ccc(Cl)cc3)cc12,15,u,u,1.1
CC(NC(=O)c1cccc(F)c1)C(c1cccs1)N1CCN(C)CC1 (configuration not stated),8,15,2,0.93
Cc1ccc(N(CC(=O)NC2CCCCCC2)S(=O)(=O)c2c(C)nn(C)c2C)cc1,14,41,3,0.92
CCOC(=O)CN1CC23C=CC(O2)C(C(=O)Nc2ccc(OC)cc2OC)C3C1=O (configuration not stated),5,-8,5,1
CSc1nc2c(c(=O)[nH]1)C(c1cccs1)C1=C(CCCC1=O)N2 (configuration not stated),3,0,-4,1.2
O=C(NCc1ccccn1)c1ccc(N2CCCC2=O)cc1,12,u,-4,1.1
Cc1ccc(S(=O)(=O)NC(CC(=O)NCc2ccco2)c2ccco2)cc1 (configuration not stated),5,2,3,1
COCCCNC(=O)c1ccc(CNS(=O)(=O)c2ccc(NC(C)=O)cc2)cc1,15,u,-4,1.1
CC1=C(C)[N+](=O)C2CCCCC2N1[O-] (configuration not stated),2,-26,0,1
C[C@@H]1C[C@H]2[C@@H]3CCC4=CC(=O)C=C[C@]4(C)[C@@]3(F)[C@@H](O)C[C@]2(C)[C@H]1C(=O)CO,5,-13,2,1.1
CCCC(=O)Nc1ccc(-c2nc3cc(C)c(C)cc3o2)cc1,5,10,2,1
CCN(CCCc1ccccc1)CCCc1ccccc1,7,-22,6,0.98
CCOC(=O)N1CCN(c2nc(-c3ccco3)cc(C(F)(F)F)n2)CC1,6,-23,1,1
CCC(C)NC(=O)Cn1cccc1C(=O)c1ccccc1 (configuration not stated),11,1,-3,1.1
CCCCCOC(=O)C1=C(C)Nc2nnnn2C1c1ccc(OC)c(OC)c1OC (configuration not stated),10,-5,-4,1.1
COc1ccc(/C(CC2(O)C(=O)Nc3ccccc32)=N\O)cc1 (configuration not stated),12,-36,8,0.94
N#CC1=C(N)SC(N)=C(C#N)C1CCc1ccccc1,10,u,u,2.9*
c1ccc2c(c1)Cn1c-2nc2ccccc21,16,3,-7,1
CC(C)OC(=O)c1ccc(NC(=O)C2C3CC4OC(=O)C2C4C3)cc1 (configuration not stated),15,-14,0,1.1
CCc1ccc(CNc2ccc3c(c2)ncn3C)cc1,8,-14,5,1.1
CCOC(=O)C1CCCN(c2c(N3CCN(c4cccc(Cl)c4)CC3)c(=O)c2=O)C1 (configuration not stated),3,u,u,1.2
CCOC(=O)c1c(C)n(C)c2ccc(OCC(N)=O)cc12,6,-11,-2,1.1
CCOc1cc(C2C(C#N)=C(N)Oc3n[nH]c(CC)c32)ccc1OCCN1CCOCC1 (configuration not stated),3,0,-10,0.97
COC(=O)C1C2C=CC3(CN(c4cccc(C)c4)C(=O)C13)O2 (configuration not stated),7,-11,1,1
CCCNC(=O)C(NS(=O)(=O)c1cccc2nsnc12)c1ccccc1 (configuration not stated),14,-11,3,0.96
COc1ccc(Cl)cc1NC(=O)CCN1CCN(c2ccccc2C)CC1,5,-4,3,0.95
O=C(Nc1cccc(C(F)(F)F)c1)C1CCCN1S(=O)(=O)c1cccc2cccnc12 (configuration not stated),3,u,u,1.4
COC(=O)c1ccc2c(=O)n(CCCCCC(=O)N3CCN(c4ccc(F)cc4)CC3)c(=O)[nH]c2c1,23,-10,2,1.1
O/N=C/c1ccc(OCC(O)COc2ccc(/C=N/O)cc2)cc1,6,-14,2,1.1
COc1ccc(C2N(C(=O)c3ccccc3)CCN2C(=O)c2ccccc2)cc1,10,-7,3,0.99
Cc1cc(C)n2nc[n+](C)c2n1,12,-9,3,1.1
Cc1cccc(NC(=O)CCNS(=O)(=O)c2cccc3nsnc23)c1,8,-9,-5,1.1
O=S(=O)(c1cccc(F)c1)N1CCN(Cc2ccc3c(c2)OCO3)CC1,4,-24,3,1
O=C(O)C12CC3CC(C1)CC(n1cnc(Cl)n1)(C3)C2,6,10,-1,1.1

# The list goes on.
SMILES,LNCaP diff act,VLA-4 antagonist,VLA-4 agonist,Autofluor Jurkat
CN(Cc1ccccc1)C(=O)c1ccccc1NC(=O)c1ccco1,9,-17,2,1
CC(=O)C1=C(O)C(=O)N(Cc2ccco2)C1c1ccc(F)cc1 (configuration not stated),6,-16,5,1.1
CCOc1ccc(-c2cc(CCCC(=O)NCCc3ccc(OC)c(OC)c3OC)no2)cc1,7,0,-3,1.1
Cc1ccc(-c2nc(CS(=O)(=O)CC(=O)NC3CCCCC3C)c(C)o2)cc1 (configuration not stated),2,u,u,0.96
CC(=O)OCCCCON1C(=O)c2ccccc2C1=O,6,6,0,1
COc1ccc(S(=O)(=O)NCc2ccco2)cc1-c1nnc2c3ccccc3c(C)nn12,5,-2,-14,1.2
Cc1cc(C)n2nc(S(=O)(=O)NCCc3ccccc3)nc2n1,13,12,-1,1.1
N#Cc1ccc(CSc2nnc(-c3cnccn3)o2)cc1,6,-29,4,1.1
CCOc1nc2ccccc2nc1NS(=O)(=O)c1ccccc1,16,30,-19,1.2
COCCn1c(=S)[nH]c2cc(C(=O)N3CCc4ccccc43)ccc2c1=O,1,-9,5,1.1

# Single records (already shown). Order of values: LNCaP diff act | VLA-4 antagonist | VLA-4 agonist | Autofluor Jurkat
# Listed for COC(=O)c1ccc2c(=O)n(CCCCCC(=O)N3CCN(c4ccc(F)cc4)CC3)c(=O)[nH]c2c1 → 23 | -10 | 2 | 1.1
# Listed for COCCCNC(=O)c1ccc(CNS(=O)(=O)c2ccc(NC(C)=O)cc2)cc1 → 15 | u | -4 | 1.1
# Listed for CCCCCOC(=O)C1=C(C)Nc2nnnn2C1c1ccc(OC)c(OC)c1OC (configuration not stated) → 10 | -5 | -4 | 1.1
# Listed for N#CC1=C(N)SC(N)=C(C#N)C1CCc1ccccc1 → 10 | u | u | 2.9*

# (more compounds)
SMILES,LNCaP diff act,VLA-4 antagonist,VLA-4 agonist,Autofluor Jurkat
c1ccc(-n2ncc3c(NCc4cccs4)ncnc32)cc1,3,1,-7,1
CCOc1cc(C2C(C(=O)OC)=C(C)N=C3SC(C)C(=O)N32)ccc1OC(C)=O (configuration not stated),15,-6,1,1.1
Cc1c(-n2c(CN3C(=O)c4ccccc4C3=O)nc3ccccc3c2=O)c(=O)n(-c2ccccc2)n1C,2,-2,-2,1.1
CCOC(=O)C(Cc1ccccc1)NC(=O)CCc1c(C)nc2ncnn2c1C (configuration not stated),2,16,2,1.1
COC(=O)c1ccccc1NC(=O)N1CCCC1,7,-18,-8,1
Cc1nn(Cc2ccccc2Cl)c(C)c1NC(=O)c1noc2c1CCCCC2,5,9,-6,1.1
O=C(NC1CCCc2ccccc21)c1ccc(CNc2c(N3CCOCC3)c(=O)c2=O)cc1 (configuration not stated),7,-1,-6,1.1
Cc1ccc(CNC(=O)C2c3ccccc3C(=O)N3CCc4ccccc4C23)o1 (configuration not stated),7,-3,-1,1
CCOC(=O)N1CCN(C(=O)c2ccc3c(c2)NC(=O)C(N2CCOCC2)S3)CC1 (configuration not stated),8,u,u,1.3
COc1ccc(S(=O)(=O)N2CCN(c3ccc(C)cc3C)CC2)cc1OC,2,3,-4,1.1
COc1ccccc1C(=O)Nc1cc(-c2nn3c(C)nnc3s2)ccc1C,17,-4,3,1.1
CN1/C(=C\C(=O)C(F)F)C(C)(C)c2ccccc21,15,4,-6,1.1
CCOC(=O)c1sc2nc3c(cc2c1N)COC(C)(C)C3,19,-14,10,0.97
CCOC(=O)c1sc(=S)n(-c2cc(F)ccc2F)c1N,5,2,5,1
CCOc1ccc(C2CC(=O)NC3=C2C(=O)CCC3)cc1Cl (configuration not stated),4,5,-4,0.98
COCCCNC(=O)CCCn1c(=O)[nH]c2ccccc2c1=O,3,11,1,1.1
CCOC(=O)c1cccc(-n2c(C)nc3ccccc3c2=O)c1,4,u,u,1
CC#CCCCC(=O)Nc1ccccc1C(=O)O,5,5,2,1.1
c1ccc(Cn2nnnc2C(c2ccccn2)N2CCOCC2)cc1 (configuration not stated),10,-10,-2,1.1
CCN(CC)S(=O)(=O)c1ccc(S(=O)(=O)N(Cc2ccccn2)Cc2ccco2)cc1,7,1,2,1.1
CC(C)NCC(O)COc1cccc2[nH]ccc12 (configuration not stated),4,-24,6,0.98
COC(=O)Nc1nc(C)c(C(=O)N(C)C)s1,7,-3,0,1
O=C(CSc1nnc(-c2ccc(Cl)s2)o1)N1CCOCC1,6,-3,4,1
COC(=O)c1cc(Br)c(=O)n(-c2ccc(OC)cc2)c1,17,-8,-4,1
CCOC(=O)CN1C(=O)SC(CC(=O)Nc2nccs2)C1=O (configuration not stated),4,6,0,1
CCN(CC)C(=O)C1CCN(CC2CC=CCC2)CC1 (configuration not stated),9,-2,1,1
CC(C)NC(=O)CCS(=O)(=O)c1ccc(Br)s1,10,14,0,1
CN1CCN(/C=N/c2sc3c(c2C#N)CCCCC3)CC1,15,-20,10,1.1
CCOc1ccc(CCNC(=O)C2CC(=O)N(C3CCCC3)C2)cc1OCC (configuration not stated),7,14,7,0.94
C=CCn1c(=O)c(C#N)cc2c(=O)n3ccccc3nc21,9,u,u,2.1

# 3 compounds out of the list above, sorted by the number in LNCaP diff act, lowest first.
Molecule,LNCaP diff act
CCOC(=O)CN1C(=O)SC(CC(=O)Nc2nccs2)C1=O (configuration not stated),4
O=C(CSc1nnc(-c2ccc(Cl)s2)o1)N1CCOCC1,6
CC(C)NC(=O)CCS(=O)(=O)c1ccc(Br)s1,10

# Following part
SMILES,LNCaP diff act,VLA-4 antagonist,VLA-4 agonist,Autofluor Jurkat
CCOC(=O)Cn1c(S(=O)(=O)Cc2ccccc2)nc2ccccc21,6,6,0,1
COc1ccc(N2CCN(CCCNC(=O)C3CCCN(S(=O)(=O)c4cnc[nH]4)C3)CC2)cc1 (configuration not stated),8,-1,-1,1
Cn1c(=O)c2c(-c3ccccc3)n(-n3cnnc3)cc2n(C)c1=O,15,15,7,0.94
O=C(NC1CCCCC1)C(c1ccc(Cl)cc1)N(C(=O)c1cnccn1)c1ccc2c(c1)OCO2 (configuration not stated),5,-7,1,1.1
CCOC(=O)N1CCN(C(=O)CS(=O)(=O)Cc2nc(-c3ccccc3C)oc2C)CC1,5,16,-10,1
Cc1nc2ccccc2c2oc(C(=O)NCCN3CCN(C)CC3)cc12,2,-18,-3,1.1
CCOC(=O)C1CCCN(C(=O)c2cn(CC(C)C)c(=O)c3cc(OC)c(OC)cc23)C1 (configuration not stated),3,15,-3,1
COc1ccc(S(=O)(=O)Cc2ccc(C(=O)N3CCN(c4cccc(C)c4)C(C)C3)o2)cc1 (configuration not stated),9,u,u,0.91
CC1=C/C(=C/N(C)c2ccccc2)C(=O)S1,10,5,-2,1.3
COCCNC(=O)Cn1cc2c(n1)CCCCC2,10,-12,1,0.97
COc1ccc(OCC(=O)Nc2cccc3ncccc23)cc1,3,-25,10,1.2
CCCN1CCN(C(=O)Cn2cccc2C(=O)c2ccccc2)CC1,12,u,u,1
CCOC(=O)N1CCC(NC(=O)CCc2nc(-c3ccccc3F)no2)CC1,5,8,-1,1.1
Cn1c(SCC(N)=O)nnc1C1CCN(S(=O)(=O)c2ccccc2C(F)(F)F)CC1,3,-6,-2,0.95
Cc1nnc(N2C(=O)c3oc4ccccc4c(=O)c3C2c2ccco2)s1 (configuration not stated),7,0,2,1
